From PubChem BioAssay
AMA1 RON2 block = AMA1-RON2 (P. falciparum) interaction inhibition; AlphaScreen AMA1-biotinylated RON2 peptide binding; Potency, µM (highest dose often 58.2 µM), for the others: at the top dose activity change, negative = inhibition, actives largely listed as inhibitors; 360,000 compounds, 0.2% hits; AID 720542;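 note: potency is the fitted concentration of half-maximal effect; 0% = vehicle wells and -100% = peptide control; nearly all actives have a fitted effect of over 45% in size; some results filed as inactive show a strong effect at the top dose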
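AMA1 (3D7) with his tag at 25 nM final met compounds first, then biotinylated RON2 peptide at 25 nM; detection used donor plus acceptor beads, 10 µg/mL apiece, read by AlphaScreen after 30 min at room temperature.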
HCMV antiviral = blocks human cytomegalovirus replication; 410,000 compounds, 4.5% hits; activity change, negative = inhibition, % at 57.5 µM; AID 1259415; HFF cells, HCMV-luciferase reporter, 72 h; hits give low values; in the data active = activity change below about -60%; inconclusive = no clear call, values can overlap the other calls; inactive = above about -39%
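Luciferase read-out from HCMV-luciferase-infected HFFs (MOI 1 PFU/cell) 72 h post infection at 37C; compounds added after 16 h cell attachment; activity normalized between buffer-only basal and Salinomycin (10uM) inhibitor controls.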
AmpC detergent = AmpC beta-lactamase inhibition with detergent present. P00811. AmpC hydrolysis of nitrocefin, absorbance 480 nm, 0.01% Triton. Potency, µM (titrated, usually from 114 µM), for the others: at the highest dose activity change, negative = inhibition, hits mostly inhibitors. 370,000 compounds, 0.041% hits;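 note: potency is the fitted concentration of half-maximal effect; 0% = no-compound wells and -100% = no-enzyme wells; nearly all actives have a fitted effect of over 25% in size; some results filed as inactive show a strong effect at the top dose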
Target sequence (P00811 whole entry, looked up): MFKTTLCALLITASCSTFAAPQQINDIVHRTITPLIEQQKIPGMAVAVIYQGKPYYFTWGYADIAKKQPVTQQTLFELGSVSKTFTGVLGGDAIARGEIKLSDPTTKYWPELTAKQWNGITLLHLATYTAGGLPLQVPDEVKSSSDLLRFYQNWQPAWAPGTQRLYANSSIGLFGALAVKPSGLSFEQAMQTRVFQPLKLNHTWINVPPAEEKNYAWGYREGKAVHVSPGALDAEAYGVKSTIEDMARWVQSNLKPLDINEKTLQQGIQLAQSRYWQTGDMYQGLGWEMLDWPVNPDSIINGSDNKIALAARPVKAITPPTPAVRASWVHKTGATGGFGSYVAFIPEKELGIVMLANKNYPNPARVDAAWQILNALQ
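20 mM phosphate pH 7.0 + 0.01% (detergent screen) or 0.0001% Triton X-100; 5.3 nM AmpC reagent; cpd preinc 15 min RT; nitrocefin (800 uM stock) to start; A480 q20 s × 4 min; Activity was normalised to no-enzyme and no-compound control wells.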
Tb PYK inh = blocks Trypanosoma brucei pyruvate kinase | Q57TT1 | TbPYK enzyme, Kinase-Glo Plus ATP luminescence, 45 min | Potency, µM (top dose mostly 76.8 µM), without a hit: top-dose activity, negative = inhibition, actives largely listed as inhibitors | 410,000 compounds, 0.12% hits | AID 624173; note: potency is the fitted concentration of half-maximal effect; nearly all actives have a fitted effect of over 50% in size
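TbPYK + substrate in 50 mM TEA pH 7.2, 100 mM KCl, 10 mM MgCl2, 0.05% BSA, 0.01% Tween-20; cpd pinned; ADP 130 uM final; 45 min RT; Kinase-Glo Plus 10 min; luminescence endpoint.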
LmPK inhibitor = inhibitors of Leishmania mexicana pyruvate kinase | Q27686 | purified LmPK, Kinase-Glo ATP luminescence, 1 h | Potency, µM (highest dose often 57.5 µM), without a hit: top-dose activity change, negative = inhibition, most hits filed as inhibitors | 290,000 compounds, 0.37% hits; note: potency is the fitted concentration of half-maximal effect
Target sequence (Q27686 whole entry, looked up): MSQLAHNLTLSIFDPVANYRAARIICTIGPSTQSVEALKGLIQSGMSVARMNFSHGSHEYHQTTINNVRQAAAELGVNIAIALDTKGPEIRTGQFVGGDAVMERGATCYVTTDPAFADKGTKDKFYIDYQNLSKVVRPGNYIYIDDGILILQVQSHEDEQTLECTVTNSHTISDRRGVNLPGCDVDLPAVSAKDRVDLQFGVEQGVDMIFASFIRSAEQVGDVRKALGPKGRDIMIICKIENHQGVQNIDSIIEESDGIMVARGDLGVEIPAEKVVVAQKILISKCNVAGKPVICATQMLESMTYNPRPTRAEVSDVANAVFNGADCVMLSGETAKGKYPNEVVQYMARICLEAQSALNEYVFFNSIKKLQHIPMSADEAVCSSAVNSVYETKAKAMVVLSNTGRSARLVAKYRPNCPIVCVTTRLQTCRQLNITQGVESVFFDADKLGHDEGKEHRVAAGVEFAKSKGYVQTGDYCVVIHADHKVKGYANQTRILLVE
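Purified LmPK (0.1 nM) with 0.5 mM PEP and 0.1 mM ADP in imidazole buffer pH 7.2 with MgCl2/KCl, 1 h at room temperature. ATP formed was read by luciferase luminescence and normalized to no-enzyme and uninhibited controls.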
AmpC no deterg = blocks E. coli AmpC beta-lactamase in detergent-free assay; Potency, µM (series often up to 57.1 µM), inactives show at the highest dose activity change, negative = inhibition, usual class: inhibitors; 330,000 compounds, 0.52% hits; AmpC nitrocefin hydrolysis, absorbance 480 nm, 0.0001% Triton;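 note: potency is the fitted concentration of half-maximal effect; plate controls were no compound for no effect and no enzyme for full effect; nearly all actives have a fitted effect of over 20% in size; some results filed as inactive show a strong effect at the top dose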
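20 mM phosphate pH 7.0 + 0.01% (detergent screen) or 0.0001% Triton X-100; 5.3 nM AmpC reagent; cpd preinc 15 min RT; nitrocefin (800 uM stock) to start; A480 q20 s × 4 min; Activity was normalised to no-enzyme and no-compound control wells.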
Sm TGR inh = blocks Schistosoma mansoni thioredoxin glutathione reductase | Q962Y6 | purified TGR, DTNB reduction, TNB absorbance 405 nm | Potency, µM (titrated, usually from 114 µM), inactives show at the highest dose activity change, negative = inhibition, hits mostly inhibitors | 360,000 compounds, 3% hits; note: potency is the fitted concentration of half-maximal effect; nearly all actives have a fitted effect of over 60% in size
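Kinetic colorimetric format: TGR-catalysed, NADPH-driven DTNB reduction monitored via TNB absorbance. Enzyme dispensed at 20 nM; compound exposure 15 min at room temperature before reaction start.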
Numbers without * were called inactive; ? = inconclusive; . = no result given; & = joins results of further samples; [ ] = remark or other dose. Unless noted, calls come from the whole dose curve; as a rule, active = well fitted curve in the direction sought with a large enough effect; inconclusive = small, poorly fitted or top-dose-only effect, or another doubt; inactive = no such curve, though single readings can be large; an effect the other way counts as inactive or inconclusive. Unless noted, % is set by controls: 0 for no effect and ±100 for the full control effect.

SMILES,AMA1 RON2 block,HCMV antiviral,AmpC detergent,Tb PYK inh,LmPK inhibitor,AmpC no deterg,Sm TGR inh
CCOC(=O)C(C)Sc1nnc(-c2ccccc2O)n1Cc1ccccc1 (stereo not given),5%,-5,-17%,-4%,-1%,-18%,0%
O=c1c(C=NCc2ccccc2)c(NCc2ccccc2)nc2ccccn12,16%,-8,-6%,2%,-2%,-9%,-5%
O=C(NCCc1ccccc1)C1CCN(c2nc3ccccc3nc2C(F)(F)F)CC1,.,18,-1%,-3%,.,.,7%
CCc1c(C)c2cc(Cl)c(O)c(CN3CCCCC3)c2oc1=O,1%,38,-17%,19%,4%,-19%,-15%
Cc1c(C(=O)N(C)C)sc2c1c(=O)n(-c1ccc(Cl)c(Cl)c1)c(=O)n2CC(=O)C(C)(C)C,.,15,6%,2%,.,.,39%[activator]
COc1ccc(-c2ccc(C(=O)NCCN(C)C)c3occc23)c(C)c1,-11%,-11,.,11%,.,.,.
COc1cc(/C=N/n2c(-c3ccccc3)n[nH]c2=S)ccc1O,76%[activator],-12,13%,6.3µM*,?,-50%,4%
COc1cc(C)cc(OC)c1OCC(=O)Nc1cc(C)on1,-17%,-16,3%,-1%,.,-20%,-44%
Cc1cc(C)c(C(=O)N2CCCC(Nc3ccc(C)c(C)c3)C2)o1 (stereo not given),-2%,-13,2%,-7%,0%,44%,-6%
Cc1cnc(C(=O)Nc2ccc(F)cc2)cn1,-5%,62,?,-5%,?,-18%,0%
Cc1c(C(=O)N(Cc2ccccc2F)C2CCS(=O)(=O)C2)oc2ccccc12 (stereo not given),.,-3,14%,-2%,.,.,1%
C[C@@H]1CN([C@H](C)CO)C(=O)CCCn2nncc2CO[C@H]1CN(C)C(=O)Nc1ccc2c(c1)OCO2,-3%,39,.,0%,.,.,.
COC(=O)C(Cc1ccc(OC(=O)c2ccc(C)cc2)cc1)N1Cc2ccccc2C1=O (stereo not given),17%,.,4%,-2%,0%,73%[activator],-4%
Cc1ccsc1C(=O)C1CCCN(Cc2cnn(C)c2)C1 (stereo not given),-2%,23,-2%,-1%,1%,-50%,1%
CCN1CCN(C(=S)Nc2cccc(C(F)(F)F)c2)CC1,30%,-25,2%,-29%,-1%,-5%,7%
CCOC(=O)c1nc(Nc2cc(C)cc(C)c2)c2ccccc2n1,-1%,?,3%,-7%,1%,3%,9%
CS(=O)(=O)N1CCN(CC(=O)NC2CCCC2)CC1,12%,-6,2%,-7%,-15%,-6%,2%
COC(=O)NC(Nc1sc2c(c1C(N)=O)CCCC2)(C(=O)OC)C(F)(F)F (stereo not given),11%,-9,?,?,-7%,3%,?
O=C(/C=C/c1ccc(Cl)c([N+](=O)[O-])c1)NCc1cccnc1,-10%,-31,.,2%,.,.,.
CCOc1ccc(C(C)(C)C)cc1S(=O)(=O)n1nc(C)cc1C,24%,-23,?,0%,7%,27%,-30%

SMILES,AMA1 RON2 block,HCMV antiviral,AmpC detergent,Tb PYK inh,LmPK inhibitor,AmpC no deterg,Sm TGR inh
O=c1[nH]nc(N2CCOCC2)c(=O)[nH]1,-5%,-27,-6%,?,-1%,-10%,10%
COc1ccc(CN2CCn3ncc(C(=O)Nc4cccc(C)c4)c3C2=O)cc1,22%,-19,7%,-2%,5%,-16%,6%
COc1cc(C2c3c(-c4cc(C)ccc4O)n[nH]c3C(=O)N2Cc2cccnc2)cc(OC)c1OC (stereo not given),.,-10,24%,-1%,.,.,5%
COc1ccc(C2CC(=O)c3c([nH]c(C(=O)OC4CCCC4)c3C)C2)cc1OC (stereo not given),.,-3,-7%,5%,.,.,6%
O=C(Nc1cccc(C(=O)O)c1)/C(=C\c1ccccc1)NC(=O)c1ccco1,10%,9,.,-4%,.,.,.
COc1cc(NC(=S)NCCSc2ccc(C)cc2)cc(OC)c1,6%,-5,6%,-11%,4%,-22%,2%
CCC(=NCc1ccc(F)cc1)c1c(O)n(C)c(=O)n(C)c1=O,-7%,?,-9%,-7%,-1%,-2%,-2%
Cc1cc(C(=O)Nc2ccc(C)c(C)c2)n(-c2ccccc2)n1,3%,-15,-5%,-8%,1%,28%,-23%
Cc1ccc(Nc2nc(N)[nH]c(=O)c2N=O)cc1,68%[activator],-3,3%,1%,-2%,-2%,2%
COc1ccc(NC(=O)c2c(NCc3ccc(C)o3)sc3c2CCC(C)C3)cc1 (stereo not given),.,-9,9%,?,.,.,10µM*
COC(=O)c1ccc(CNC(=O)CCc2c[nH]c3ccccc23)cc1,-8%,15,?,1%,3%,-6%,-23%
O=C(CCC(=O)c1ccc[nH]1)c1ccc(Cl)cc1,11%,116,-5%,-6%,-1%,-34%,-18%
COc1cc(NC(=O)NCC2CCN(Cc3ccccc3Cl)CC2)cc(OC)c1OC,9%,12&6,4%&10%,-4%&4%,-2%,-7%,-6%&9%
CCCCOc1ccccc1NC(=O)C=C(C)C,4%,0,-2%,0%,-13%,-15%,-27%
COc1cccc(N(CC(=O)Nc2cccc(C(C)=O)c2)S(C)(=O)=O)c1,-1%,33,1%,-6%,8%,23%,-24%
COC(=O)c1sc(NC(=O)CC(C)C)c(C(=O)OC)c1C,-6%,-24,-10%,-13%,-3%,1%,3%
CNC(=O)c1c(N)sc2c1CCCCC2,.,.,?,.,1%,-9%,?
COc1ccc(N2CCN(C(=O)COC(=O)CCOc3ccc(C)cc3)CC2)cc1,-14%,-24,?,-3%,.,51%,0%
CN1CCc2nc(SCC(=O)Nc3ccc(OC(F)(F)F)cc3)c(C#N)c(-c3cccs3)c2C1,20%,-39,-6%,-14%,-4%,4%,35µM*
Cc1ccccc1OCC(O)Cn1c(NCc2ccccc2)nc2c1c(=O)[nH]c(=O)n2C (stereo not given),-25%,26,0%,2%,3%,-2%,-24%

Two neighbouring entries from above, for reference:
SMILES,AMA1 RON2 block,HCMV antiviral,AmpC detergent,Tb PYK inh,LmPK inhibitor,AmpC no deterg,Sm TGR inh
O=c1[nH]nc(N2CCOCC2)c(=O)[nH]1,-5%,-27,-6%,?,-1%,-10%,10%
COc1ccc(CN2CCn3ncc(C(=O)Nc4cccc(C)c4)c3C2=O)cc1,22%,-19,7%,-2%,5%,-16%,6%

(listing goes on)
SMILES,AMA1 RON2 block,HCMV antiviral,AmpC detergent,Tb PYK inh,LmPK inhibitor,AmpC no deterg,Sm TGR inh
COc1cc(C(C[N+](=O)[O-])c2c(C)cc3ccccn23)ccc1O (stereo not given),-10%,-64*,-6%,?,-4%,11%,18µM*
Cc1no[n+]([O-])c1COc1ccccc1/C=N/n1nnnc1N,-3%,-75*,?,-8%,-4%,-25%,1%
O=C(CSc1ncc2c(n1)-c1cc(Cl)ccc1N(Cc1ccccc1)S2(=O)=O)Nc1ccc(F)cc1F,.,-98*,3%,-3%,.,.,-26%
CCCCCOc1ccc(CSC(=N)N)cc1[N+](=O)[O-],-4%,1,0%,-9%,-2%,-6%,7%
Cn1nnnc1SCc1ccc(Cl)cc1,9%,?,1%,-3%,-10%,-20%,2%
COc1ccc(CCNS(=O)(=O)CCNC(=O)c2ccc3c(c2)OCO3)cc1OC,2%,-17,-3%,-1%,.,-13%,-3%
O=C1OC(/C(=C\Nc2cc(Cl)ccc2O)[N+](=O)[O-])c2ccccc21 (stereo not given),32%[activator],-77*,?,-8%,0%,-40%,-28%
COC(=O)/C(C#N)=C/c1c(Oc2cc(C)cc(C)c2)nc2c(C)cccn2c1=O,0%,49,-2%,8%,5%,-1%,-1%
Cc1ccc(-n2ncc3c(=O)[nH]c(SCC(=O)NCC4CCCO4)nc32)cc1 (stereo not given),0%,19,.,4%,.,-20%,.
CC(NC(=O)C(C)(C)C)C(c1cccs1)N1CCN(Cc2ccccc2)CC1 (stereo not given),5%,-17,-8%,5%,1%,58%,0%
Cc1cc(C)cc(C(=O)NCC(=O)OCc2c(C)noc2C)c1,3%,-4,-8%,6%,-5%,-13%,-7%
Cc1cc(C)c2c(CC(=O)Nc3ccc(S(=O)(=O)N4CCCC(C)C4)cc3)coc2c1 (stereo not given),.,-6,16%,-1%,.,.,1%
CC1CCN(c2ccc(C(F)(F)F)cc2N)CC1,-4%,-18,3%,-2%,11%,-5%,-5%
CN(C)C(=O)N1CCN(C(=O)c2ccco2)CC1,3%,-9,-13%,-6%,1%,28µM*,-5%
C#CCOCCOCCOCCNc1nc(N2CCN(C(=O)Cn3cc(CCCN=C(N)N)nn3)CC2)nc(N2CCN(C(=O)[C@H](CCCCN)n3cc(CCC(=O)O)nn3)CC2)n1,-18%,8,-10%,5%,.,30%,-7%
O=C(Nc1nc2ccccc2s1)c1cccc(N2C(=O)CCC2=O)c1,1%,43,-2%,-3%,-8%,1%,-1%
Cn1c(O)c(N=NC(=O)C2COc3ccccc3O2)c2ccccc21 (stereo not given),-1%,-17,1%,1%,4%,45%,23%
CCCNC(=O)C(Cc1ccccc1)NC(=O)c1ccc(C(C)(C)C)cc1 (stereo not given),4%,15,-9%,0%,.,-21%,0%
N/C(=N\OC(=O)COc1ccccc1Cl)c1ccccn1,36%[activator],-11,-7%,1%,-22%,-13%,-7%
COc1cc(C(=O)OCCn2c(=O)c3c(ncn3CCN(C)C)n(C)c2=O)cc(OC)c1OC,16%,37,-13%,8%,1%,4%,5%

SMILES,AMA1 RON2 block,HCMV antiviral,AmpC detergent,Tb PYK inh,LmPK inhibitor,AmpC no deterg,Sm TGR inh
Cc1ccc(NC(=O)C2c3ccccc3Oc3ccccc32)c(C)c1,-2%,-31,-5%,-4%,1%,-12%,5%
Cc1ccc(-n2[nH]c(C)c(C=Nc3cc(C)ccn3)c2=O)cc1,-8%,-5,2%,5%,-20%,0%,5%
OCc1c(OCc2cccc(F)c2)ccc2ccccc12,-2%,101,?,0%,19%,-32%,-14%
COc1ccc(C2OC(=O)CC2C(=O)NCc2ccc(F)cc2)cc1OC (stereo not given),-12%,-7,-10%,-7%,1%[11.5 µM],22%,12%
CC#CCOCC1CNC(=O)O1 (stereo not given),3%,8,.,-9%,.,.,.
CCOc1ccc(CN(C(=O)/C=C/c2ccco2)C2CCS(=O)(=O)C2)cc1 (stereo not given),-7%,-21,-9%,-11%,8%,39%,4.5µM*
